MITF TRPM1 HTS = activators of MITF-driven TRPM1 promoter reporter, primary screen, cell-based, SK-MEL-5, luciferase, single point; SK-MEL-5 TRPM1-promoter luciferase, 24 h; % of positive control, neutral wells = 0; activation, % at 12.5 µM; 0.75% of 300,000 active;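 active means mean activation of at least 80% with every replicate also reaching 80%; inconclusive means mean reaches 80% but some replicate falls short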;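 further: 0% = neutral control wells and 100% = parthenolide positive control wells; values of inactives mirror those of a sister screen read the other way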
SR-BI HDL uptake = inhibitors of SR-BI mediated HDL lipid uptake, primary screen, ldlA[mSR-BI] cells, fluorescence, single point; Scavenger receptor class B member 1 (Mus musculus), Q61009; ldlA[mSR-BI] CHO cells, DiI-HDL uptake fluorescence, 3 h; inhibition, % at 12.5 µM; 0.96% of 320,000 active; AID 488896, 2010;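 active means mean replicate inhibition of at least 70% and a set share of replicates each scoring 70 or more; inconclusive means meets just one of the two criteria; inactive means fails both criteria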;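 further: 0% = median of neutral control wells and 100% = median of positive control wells; values of inactives mirror those of a sister screen read the other way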
NSD2 HMT inh = NSD2 histone methyltransferase inhibitors, primary screen, biochemical, AlphaScreen, single concentration, set 2 | Histone-lysine N-methyltransferase NSD2 (Homo sapiens), O96028 | NSD2 peptide methylation, 120 min | inhibition, % at 12.5 µM | 0.54% of 310,000 active; in the data active means inhibition above about 50%
Target sequence (O96028 whole entry, looked up): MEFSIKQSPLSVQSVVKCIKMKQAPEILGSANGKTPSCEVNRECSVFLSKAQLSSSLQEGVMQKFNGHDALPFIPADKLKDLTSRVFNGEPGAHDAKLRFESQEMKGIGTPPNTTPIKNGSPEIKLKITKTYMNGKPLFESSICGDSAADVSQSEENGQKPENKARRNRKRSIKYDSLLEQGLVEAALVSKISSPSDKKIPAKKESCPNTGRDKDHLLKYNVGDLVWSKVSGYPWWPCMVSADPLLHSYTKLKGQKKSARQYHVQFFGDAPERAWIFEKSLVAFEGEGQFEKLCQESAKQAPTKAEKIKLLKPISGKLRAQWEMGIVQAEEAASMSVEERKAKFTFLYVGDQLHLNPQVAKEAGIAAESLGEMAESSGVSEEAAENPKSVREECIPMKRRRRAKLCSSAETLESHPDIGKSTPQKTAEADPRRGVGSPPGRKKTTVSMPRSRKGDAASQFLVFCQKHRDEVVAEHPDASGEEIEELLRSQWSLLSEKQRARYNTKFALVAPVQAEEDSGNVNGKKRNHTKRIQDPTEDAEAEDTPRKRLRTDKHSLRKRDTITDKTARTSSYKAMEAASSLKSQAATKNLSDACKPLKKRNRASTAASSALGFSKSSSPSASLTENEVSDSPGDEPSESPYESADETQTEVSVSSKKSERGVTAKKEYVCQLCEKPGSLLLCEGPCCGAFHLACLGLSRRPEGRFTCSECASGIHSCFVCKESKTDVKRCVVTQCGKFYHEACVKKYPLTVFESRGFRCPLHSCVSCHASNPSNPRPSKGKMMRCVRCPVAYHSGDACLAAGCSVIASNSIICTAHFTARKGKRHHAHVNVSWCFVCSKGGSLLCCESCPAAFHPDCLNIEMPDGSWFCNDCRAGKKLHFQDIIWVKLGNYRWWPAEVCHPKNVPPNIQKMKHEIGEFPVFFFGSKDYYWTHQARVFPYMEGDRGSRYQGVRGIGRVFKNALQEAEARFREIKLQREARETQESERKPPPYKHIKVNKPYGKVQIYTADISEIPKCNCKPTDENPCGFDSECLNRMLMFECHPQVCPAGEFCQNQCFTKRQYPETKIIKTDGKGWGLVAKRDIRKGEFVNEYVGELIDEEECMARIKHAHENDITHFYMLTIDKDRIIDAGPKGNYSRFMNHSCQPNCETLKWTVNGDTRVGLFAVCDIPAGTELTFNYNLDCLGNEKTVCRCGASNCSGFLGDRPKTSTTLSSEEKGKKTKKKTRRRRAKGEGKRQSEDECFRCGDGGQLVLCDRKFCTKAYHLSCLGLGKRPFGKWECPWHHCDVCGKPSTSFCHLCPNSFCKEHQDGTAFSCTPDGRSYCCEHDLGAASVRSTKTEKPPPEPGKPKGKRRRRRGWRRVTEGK
PvdQ inh = P. aeruginosa PvdQ acylase inhibitors, primary screen, biochemical, fluorescence, plate reader and imaging, single point. PvdQ acylase [Pseudomonas aeruginosa LESB58]. purified PvdQ acylase. inhibition, % at 10 µM. 0.063% of 340,000 active; in the data active means inhibition above about 30%, passing the limit was not always enough; inconclusive means no clear call, values can overlap the other calls;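 further: 0% = vehicle neutral wells and 100% = reference inhibitor wells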
HTR5A inv ag = HTR5A inverse agonists in luminescence cell assay, primary screen, counter-screen for OPRM1-OPRD1 heterodimer inverse agonist project, full-deck HTS | 0.083% of 340,000 active | 5-hydroxytryptamine receptor 5A (Homo sapiens), P47898 | HTR5A cell line, inverse agonism | AID 504634, 2011 | inhibition, % at 9.3 µM; in the data active means inhibition mostly above about 23%, no sharp cut-off; inactive means mostly below about 18%;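 further: 0% = cells with DMSO and 100% = no-cell wells with DMSO; some compounds called inactive have numbers as strong as hits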
Wnt act = Wnt/beta-catenin pathway activators, primary screen, cell-based, plate reader, single point; Wnt/beta-catenin reporter cell assay, activator; activation, % at 9.35 µM; 1.2% of 300,000 active; AID 743398, 2014; in the data active means activation above about 30%, passing the limit was not always enough; inconclusive means no clear call, values can overlap the other calls;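 further: 0% = neutral control wells and 100% = positive control wells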
HTR5A ag = HTR5A agonists in luminescence cell assay, primary screen, counter-screen for OPRM1-OPRD1 heterodimer agonist project, full-deck HTS | 0.61% of 340,000 active | 5-hydroxytryptamine receptor 5A (Homo sapiens), P47898 | cell-based | activation, % at 9.3 µM; in the data active means activation mostly above about 9.5%, no sharp cut-off; inactive means mostly below about 7.6%;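 further: 0% = cells with vehicle only and 100% = reference agonist; strong numbers were not always called active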
CDK5 inh = inhibitors of human CDK5/p35 kinase, primary screen, biochemical, single concentration. AID 488839, 2010. 0.01% of 330,000 active. inhibition, % at 10 µM. Recombinant CDK5/p35, ADP-Glo luminescence, 60 min;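 active means highest replicate inhibition of at least 50% and at least 75% of replicates reaching 50%; inconclusive means only one of the two criteria met; inactive means both criteria failed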;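 further: plate controls were DMSO neutral control for no effect and GW8510 at 10 µM for full effect; many of its hits are not listed in these tables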
dFosB activator = activators of delta FosB homodimer, primary screen, biochemical, fluorescence polarization, TAMRA-CDK5 oligo, single point | activation, % at 25 µM | 0.99% of 340,000 active | Protein FosB (Mus musculus), P13346 | purified delta FosB; percent of positive-control signal above neutral wells | AID 493131, 2011;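 active means mean activation above about 17%, with every replicate also reaching it, limit read from the data, passing the limit was not always enough; inconclusive means only one of the two conditions met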;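 further: fluorescence polarization rise as delta FosB binds a TAMRA Cdk5 AP-1 oligo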
V-ATPase pH = regulators of yeast V-ATPase proton pumping, primary screen, pHLuorin cytosolic pH fluorescence. S. cerevisiae. response, % at 10 µM. 0.37% of 350,000 active. AID 504577, 2011; in the data active means response mostly above about 7.3%, no sharp cut-off; inactive means mostly below about 5.4%; further: actives read high; inactives centre near 0; some compounds called inactive have numbers as strong as hits; reference of the scale not given here
Starred values were filed as active, the others as inactive; ? = inconclusive; · = no result given.

SMILES	MITF TRPM1 HTS	SR-BI HDL uptake	NSD2 HMT inh	PvdQ inh	HTR5A inv ag	Wnt act	HTR5A ag	CDK5 inh	dFosB activator	V-ATPase pH
O=C(C1CC(=O)N(c2ccc(Cl)cc2)C1)N1CCC(c2nc3ccccc3[nH]2)CC1 (centres undefined)	-6	14	-3	-15	-3	1	1	-0.7	-6	2
O=C(CC1(O)C(=O)Nc2ccccc21)c1cccc(-n2cccc2)c1 (centres undefined)	15	-6	8	8	2	1	-1	-1.0	-3	1
COc1cc(NC(=S)NCc2ccco2)cc(OC)c1	1	-11	-2	0	-31	·	4	0.4	5	3
COc1ccc(/C=N\n2nnc3ccccc32)cc1	-33	13	-1	-8	-18	-18	0	5.9	-9	3
O=C(NCc1ccccn1)C(=O)Nc1ccccc1	49	-17	1	1	11	-4	-4	0.4	-4	6
CCOc1ccc(NC(=O)CC2C(=O)N(c3ccc(OC)cc3)C(=O)N2CCc2ccc(OC)c(OC)c2)cc1 (centres undefined)	1	10	0	-12	4	-4	-1	0.8	6	16
Nc1ccc2nc(CCCCCCc3nc4ccc(N)cc4[nH]3)[nH]c2c1	-11	-15	2	1	0	-1	9	-2.1	5	-4
COc1ccc(-c2noc(-c3ccoc3C)n2)cc1	58	11	14	18	-17	12	-1	2.4	-13	-1
CN(CC1COCCO1)c1nc2nonc2nc1N1CCSCC1 (centres undefined)	-8	-21	-2	-24	5	-5	-2	-1.2	0	-2
CN(C)S(=O)(=O)Nc1ccc(Br)cc1F	·	-13	0	-1	-8	·	2	-0.1	-2	-2
C[C@@H](C(=O)Nc1ccc2c(c1)OCO2)n1c(=O)[nH]c2ccccc2c1=O	-6	5	3	-18	2	-1	6	-7.5	-6	2
N#Cc1ccccc1NC(=O)Nc1ccccc1	8	-3	1	-10	0	0	0	-1.7	-1	1
CC(=O)Nc1ccc(S(=O)(=O)NCc2ccc(C(=O)NCc3ccc(Cl)cc3)cc2)cc1	4	23	·	-13	-8	-3	1	-0.6	12	-2
O=C(/C=C/c1ccco1)NCc1ccc2c(c1)OCO2	-11	-6	-3	-15	1	-2	0	0.4	0	1
CC(C)CN1C(=O)NC(NC(=O)c2cccs2)(C(F)(F)F)C1=O (centres undefined)	4	5	2	-9	15	-3	-6	0.1	6	4
O=S(=O)(N/N=C1/CC(c2ccccc2)Oc2ccccc21)c1ccccc1 (centres undefined)	-1	-12	-1	-9	-26	0	7	-0.7	2	4
CC1CC(C)CN(CCCNC(=O)CN2C(=O)c3cccnc3Oc3ccc(Cl)cc32)C1 (centres undefined)	4	-13	2	-13	-3	0	-2	-2.2	-12	-1
Cc1nc2ccc([N+](=O)[O-])cc2c(=O)n1Cc1ccc(Br)cc1	-21	-10	3	-11	-12	-3	3	0.1	-5	0
Fc1ccccc1C(c1nnnn1Cc1ccc2c(c1)OCO2)N1CCN(Cc2ccccc2)CC1 (centres undefined)	-23	42	-2	-12	21	-4	-1	0.5	5	2
CCCCN(CC)Cc1c(O)ccc2c3c(c(=O)oc12)CCC3	8	-5	1	3	-7	-2	2	-0.3	-13	1
CC(NC(=O)c1ccco1)c1ccc2c(c1)OCCO2 (centres undefined)	·	16	·	-9	-14	-3	15*	-0.3	-2	-1
CCCCN(C(=O)c1ccc(C)cc1)c1c(N)n(CCC)c(=O)[nH]c1=O	8	-2	-2	-10	-21	0	0	-0.3	-1	-2
Cn1c(SCC(=O)NC(=O)NCc2ccccc2)nnc1C(F)(F)F	-2	-21	-2	-11	12	6	-5	-0.7	3	-4
CCCNS(=O)(=O)c1ccc(CCC(=O)Nc2ccc3c(c2)OCCO3)cc1	-4	18	-1	-10	17	7	1	-0.7	-8	2
CN1CCN(S(=O)(=O)c2ccc(NC(=S)NC(=O)C3CC3)cc2)CC1	-11	-16	5	4	16	·	0	-0.4	-6	-2
Cc1cc(C)nc(N2CCC(C(=O)NNC(=O)c3ccccc3)CC2)n1	-1	25	-1	-4	5	-2	-4	0.0	-6	1
COc1ccc(-c2cn(Cc3ccc(C(=O)NCc4ccc(C)cc4)cc3)c(C(C)N)n2)cc1 (centres undefined)	32	-11	·	-12	11	2	-4	-1.6	-13	-3
O=C(Nc1ccccc1)C1=C[C@@H](c2ccc(C(F)(F)F)cc2)C[C@@H](OCc2ccc(CO)cc2)O1	3	36	·	-16	4	-4	-2	-5.2	0	-3
COc1ccc(NC(=O)C2CC(c3ccc(OC)c(OC)c3)=NO2)cc1OC (centres undefined)	-7	30	2	-13	9	-1	0	0.2	3	-1
COc1ccc(CCNC(=O)Cn2cnc3c(nnn3Cc3ccccc3F)c2=O)cc1OC	0	-5	0	2	-1	0	0	-0.8	-4	0
Cc1ccc(S(=O)(=O)N2CCCC(C(=O)Nc3ccc(NC(=O)c4ccccn4)cc3)C2)cc1 (centres undefined)	37	9	-1	8	6	60*	-2	1.4	3	-9
COC(=O)[C@H](Cc1ccccc1)NC(=O)C1(OC(C)=O)CC(OC(C)=O)C(OC(C)=O)C(OC(C)=O)C1 (some centres undefined)	0	-4	-3	3	3	2	-1	1.5	-8	-7
CC(OC(=O)Cn1[nH]c(=O)c2ccccc2c1=O)C(=O)Nc1ccc(F)cc1Cl (centres undefined)	1	-13	-2	-10	-9	0	3	0.7	-11	6
O=C(Nc1ccc2c(c1)OCO2)c1cnn2c(C(F)(F)F)cc(-c3ccco3)nc12	-3	·	33	-8	18	-1	-7	-0.2	-14	-2
Cc1ccc(NC2=NC(c3ccc(C)cc3)n3c(nc(C)cc3=O)N2)cc1 (centres undefined)	6	-5	0	-9	7	-1	-3	-0.8	13	1
CN(Cc1nc(-c2ccc(C(F)(F)F)cc2)no1)C1CCOCC1	-7	-2	-1	-9	-13	-1	5	-0.7	-7	3
COc1cccc(C2c3[nH]c4ccccc4c3CCN2C(=O)Cn2cncn2)c1OC (centres undefined)	-15	-7	1	7	-22	-10	8	-1.5	5	-2
CCN1CCN(C(=O)CCS(=O)(=O)c2cc3c(cc2Cl)NC(=O)CO3)CC1	0	1	·	14	-20	-1	7	1.6	0	-3
CC(=NNc1ccccc1)C(C)=NNc1ccccc1	1	9	-1	-3	2	-3	-1	0.7	-10	-9
Nc1nc(SCC(=O)N2CCN(c3ccccc3)CC2)n[nH]1	6	-53	-2	-9	-23	0	9	-1.3	-4	2

Arranged by molar mass (rising): part of the list above.
SMILES	MITF TRPM1 HTS	SR-BI HDL uptake	NSD2 HMT inh	PvdQ inh	HTR5A inv ag	Wnt act	HTR5A ag	CDK5 inh	dFosB activator	V-ATPase pH
Nc1nc(SCC(=O)N2CCN(c3ccccc3)CC2)n[nH]1	6	-53	-2	-9	-23	0	9	-1.3	-4	2
COc1cccc(C2c3[nH]c4ccccc4c3CCN2C(=O)Cn2cncn2)c1OC (centres undefined)	-15	-7	1	7	-22	-10	8	-1.5	5	-2
COC(=O)[C@H](Cc1ccccc1)NC(=O)C1(OC(C)=O)CC(OC(C)=O)C(OC(C)=O)C(OC(C)=O)C1 (some centres undefined)	0	-4	-3	3	3	2	-1	1.5	-8	-7

(listing goes on)
SMILES	MITF TRPM1 HTS	SR-BI HDL uptake	NSD2 HMT inh	PvdQ inh	HTR5A inv ag	Wnt act	HTR5A ag	CDK5 inh	dFosB activator	V-ATPase pH
Cc1ccc(C)c(NC(=O)CSc2nnc(NC(=O)C3CC3)s2)c1	-6	-3	-3	-5	3	-4	2	0.4	28*	0
COc1ccc(C(c2c(C)[nH]n(C(N)=S)c2=O)C(C#N)C#N)cc1 (centres undefined)	-11	-6	-1	-16	-6	-2	0	-0.1	-2	6
O=C(Cn1cc([N+](=O)[O-])cn1)Nc1nccs1	-8	·	-3	-7	1	-1	-7	-0.5	9	2
COc1ccccc1CNC(=O)Cc1csc(NC(=O)Nc2ccccc2OC)n1	7	?	14	-17	-7	-4	2	2.6	0	3
O=C(COC(=O)c1cccnc1Cl)Nc1ccc2c(c1)OCO2	-6	-6	-2	-6	0	1	0	1.8	5	-7
O=C(c1ccc(S(=O)(=O)N2CCOCC2)cc1)N(c1ccccn1)C1CCCCC1	-1	-13	-2	3	4	0	-1	-0.7	-6	-7
O=C(NCC1CCCO1)c1cccc2ccccc12 (centres undefined)	-7	·	-6	0	-16	1	4	1.7	-2	1
O=C(COC(=O)C1CCN(S(=O)(=O)c2cccc3cccnc23)CC1)c1ccccc1	-6	-15	1	-11	2	-2	6	-1.0	-11	0
CCOc1ccc(NCc2nnc(SCC(=O)Nc3cc(C)on3)n2-c2ccccc2OC)cc1	-1	18	1	3	2	1	-3	-1.3	1	-2
O=C(c1ccccc1SCc1ccc(F)cc1)N1CCOCC1	3	-40	-3	4	-37	-1	0	-0.1	-1	-4
S=c1[nH]ncn1/N=C/c1ccccn1	·	13	-3	1	2	0	-3	-0.9	2	-1
Cc1[nH]c2ccccc2c1C(=O)CN1CCCCC1C (centres undefined)	-3	3	0	-15	5	0	-2	-0.6	-6	1
O=C(CNC(=O)c1ccc(Cl)cc1)Nc1ccccc1C(F)(F)F	8	·	46	-10	-9	-1	1	-1.3	8	-2
COC(=O)[C@H](Cc1c[nH]c2ccccc12)NC(=O)NCc1ccc(OC)c(OC)c1	2	-9	1	4	-8	1	2	0.6	-14	-1
O=C(NNC(=S)Nc1ccccc1)c1ccc(O)cc1	?	·	-1	-10	7	57*	1	1.7	-5	6

Compounds above with a Cl atom (seven):
SMILES	MITF TRPM1 HTS	SR-BI HDL uptake	NSD2 HMT inh	PvdQ inh	HTR5A inv ag	Wnt act	HTR5A ag	CDK5 inh	dFosB activator	V-ATPase pH
O=C(C1CC(=O)N(c2ccc(Cl)cc2)C1)N1CCC(c2nc3ccccc3[nH]2)CC1 (centres undefined)	-6	14	-3	-15	-3	1	1	-0.7	-6	2
CC(=O)Nc1ccc(S(=O)(=O)NCc2ccc(C(=O)NCc3ccc(Cl)cc3)cc2)cc1	4	23	·	-13	-8	-3	1	-0.6	12	-2
CC1CC(C)CN(CCCNC(=O)CN2C(=O)c3cccnc3Oc3ccc(Cl)cc32)C1 (centres undefined)	4	-13	2	-13	-3	0	-2	-2.2	-12	-1
CC(OC(=O)Cn1[nH]c(=O)c2ccccc2c1=O)C(=O)Nc1ccc(F)cc1Cl (centres undefined)	1	-13	-2	-10	-9	0	3	0.7	-11	6
CCN1CCN(C(=O)CCS(=O)(=O)c2cc3c(cc2Cl)NC(=O)CO3)CC1	0	1	·	14	-20	-1	7	1.6	0	-3
O=C(COC(=O)c1cccnc1Cl)Nc1ccc2c(c1)OCO2	-6	-6	-2	-6	0	1	0	1.8	5	-7
O=C(CNC(=O)c1ccc(Cl)cc1)Nc1ccccc1C(F)(F)F	8	·	46	-10	-9	-1	1	-1.3	8	-2

Bioassay records (PubChem BioAssay)

Compounds as they come; any-hit rate near 5%.
